# Compound activity deposited in PubChem BioAssay by Broad Institute.
# TcdB GH inh = inhibitors of Clostridioides difficile toxin B glycohydrolase | 350,000 tested, 0.24% active | inhibition, % at 9.99 µM | P18177 | TcdB glycohydrolase enzymatic assay, plate reader; in the data active = inhibition above about 10%
# BioA inh = BioA (M. tuberculosis) enzyme inhibition | purified M. tuberculosis BioA enzyme, plate reader | inhibition, % at 9.99 µM | 360,000 tested, 0.096% active | AID 602481; in the data active = inhibition above about 40%
# * marks the source's active call; other numbers are inactive results. Not all compounds are listed; count on the stated rates, not on these rows.
# Start of the listing, in advance, 6 compounds:
SMILES,TcdB GH inh,BioA inh
O=C(C[C@@H]1CC[C@H](NC(=O)c2cccc(F)c2)[C@H](CO)O1)NCc1ccccc1,-0.3,0.1
CN1C(=O)c2cc(NS(C)(=O)=O)ccc2OC[C@H]2O[C@@H](CC(=O)O)CC[C@@H]21,0.5,-1.2
CCS(=O)(=O)NCC[C@@H]1CC[C@@H](NC(=O)Nc2cc(Cl)cc(Cl)c2)[C@@H](CO)O1,-1.7,-0.2
COCC#Cc1cnc2c(c1)C(=O)N([C@@H](C)CO)C[C@H](C)[C@H](CN(C)C(=O)C1CCC1)O2,-1.1,-4.8
O=C(C[C@H]1CC[C@@H]2[C@H](COC[C@H](O)CN2Cc2cc(F)ccc2F)O1)N[C@@H]1CCN(Cc2ccccc2)C1,-0.8,-0.1
C[C@@H]1CN([C@H](C)CO)C(=O)c2cc(NC(=O)c3ccncc3)ccc2O[C@@H]1CN(C)CC1CCCCC1,-0.4,0.0

# The whole of this part, repeating the preview:
SMILES,TcdB GH inh,BioA inh
O=C(C[C@@H]1CC[C@H](NC(=O)c2cccc(F)c2)[C@H](CO)O1)NCc1ccccc1,-0.3,0.1
CN1C(=O)c2cc(NS(C)(=O)=O)ccc2OC[C@H]2O[C@@H](CC(=O)O)CC[C@@H]21,0.5,-1.2
CCS(=O)(=O)NCC[C@@H]1CC[C@@H](NC(=O)Nc2cc(Cl)cc(Cl)c2)[C@@H](CO)O1,-1.7,-0.2
COCC#Cc1cnc2c(c1)C(=O)N([C@@H](C)CO)C[C@H](C)[C@H](CN(C)C(=O)C1CCC1)O2,-1.1,-4.8
O=C(C[C@H]1CC[C@@H]2[C@H](COC[C@H](O)CN2Cc2cc(F)ccc2F)O1)N[C@@H]1CCN(Cc2ccccc2)C1,-0.8,-0.1
C[C@@H]1CN([C@H](C)CO)C(=O)c2cc(NC(=O)c3ccncc3)ccc2O[C@@H]1CN(C)CC1CCCCC1,-0.4,0.0
CO[C@@H]1CN(C)C(=O)c2ccc(NC(C)=O)cc2OC[C@@H](C)N(Cc2ccccn2)C[C@H]1C,-0.3,-2.1
CC(C)CC#Cc1ccc2c(c1)O[C@H](CN(C)C)[C@@H](C)CN([C@H](C)CO)S2(=O)=O,-0.4,5.4
C[C@@H]1CN([C@H](C)CO)C(=O)c2cccc(NC(=O)c3ccncc3)c2O[C@H]1CN(C)S(C)(=O)=O,0.0,-2.0
CC(C)C#Cc1cnc2c(c1)C(=O)N([C@H](C)CO)C[C@H](C)[C@@H](CN(C)C(=O)c1ccccc1)O2,-0.6,1.1
COCC(=O)Nc1ccc2c(c1)C(=O)N(C)C[C@H](OC)[C@@H](C)CN(C(=O)CC1CC1)[C@@H](C)CO2,-0.4,-2.1
CO[C@H]1CN(C)C(=O)c2cc(NC(=O)NC3CCCCC3)ccc2OC[C@H](C)N(CC2CCOCC2)C[C@H]1C,-0.1,-3.2
C[C@@H](O)C#Cc1ccc([C@H]2[C@H](CO)N3CCCCN(C(=O)c4ccncc4)C[C@@H]23)cc1,-1.0,-1.1
C[C@H]1CN([C@@H](C)CO)C(=O)c2cc(NC(=O)CCN3CCOCC3)ccc2O[C@H]1CN(C)C(=O)NC1CCCCC1,-0.4,-4.5
COc1ccc(NC(=O)Nc2ccc3c(c2)CC(=O)N([C@H](C)CO)C[C@H](C)[C@@H](CN(C)C(=O)Nc2ccc4c(c2)OCO4)O3)cc1,3.0,-0.4
C[C@@H]1CN([C@H](C)CO)C(=O)c2cccc(NC(=O)Nc3ccc4c(c3)OCO4)c2O[C@@H]1CN(C)S(=O)(=O)c1cn(C)cn1,-0.7,8.0
Cc1noc(C)c1NC(=O)N(C)C[C@H]1Oc2ccc(NC(=O)Nc3ccccc3)cc2CC(=O)N([C@H](C)CO)C[C@@H]1C,-0.3,3.2
C[C@H](CO)N1C[C@H](C)[C@H](CN(C)S(C)(=O)=O)OCCCC[C@H](C)Oc2ccc(NS(=O)(=O)c3ccc(F)cc3)cc2C1=O,1.3,-0.5
CN(C)CC(=O)N[C@@H]1CC[C@H](CCNC(=O)C2CCCCC2)O[C@H]1CO,-0.2,-2.4
O=C(C[C@H]1CC[C@@H](NC(=O)CN2CCOCC2)[C@@H](CO)O1)NCCc1ccccc1,0.8,-4.5
Cc1ccc(S(=O)(=O)Nc2cccc3c2O[C@H](CN(C)C(=O)NC(C)C)[C@@H](C)CN([C@@H](C)CO)C3=O)cc1,0.4,-1.8
Cc1noc(C)c1NC(=O)N[C@@H]1CC[C@@H](CCNC(=O)C2CCOCC2)O[C@H]1CO,-6.2,0.5
C[C@H](O)C#Cc1cnc2c(c1)C(=O)N([C@H](C)CO)C[C@H](C)[C@H](CN(C)C(=O)c1ccncc1)O2,-0.9,-1.1
CCCNC(=O)N[C@H]1C=C[C@@H](CC(=O)NC2CCCCC2)O[C@@H]1CO,0.3,-2.3
CN(C)C(=O)c1cccc(-c2ccc([C@@H]3[C@H](CO)N4CCCCN(CC5CCOCC5)C[C@@H]34)cc2)c1,0.5,2.1
SMILES,TcdB GH inh,BioA inh
C[C@@H]1CN([C@@H](C)CO)C(=O)c2cccc(NC(=O)C3CC3)c2O[C@@H]1CN(C)C(=O)Nc1cccc2ccccc12,0.8,-2.0
C[C@H]1CN([C@@H](C)CO)C(=O)c2ccccc2-c2ccccc2CO[C@@H]1CN(C)C(=O)[C@@H](Cc1ccccc1)N(C)C,-0.3,0.3
CNC[C@@H]1Oc2ccc(NC(=O)CCC(F)(F)F)cc2C(=O)N([C@@H](C)CO)C[C@@H]1C,-1.7,-1.8
CCNC(=O)C[C@H]1CC[C@@H](NC(=O)C2CC2)[C@H](CO)O1,2.1,-0.6
C[C@@H]1CN([C@@H](C)CO)C(=O)c2c(c3ccccc3n2C)-c2ccccc2CO[C@H]1CN(C)C(=O)c1ccccc1,1.6,1.3
COc1ccc(CN(C)C[C@@H]2OCCCC[C@@H](C)Oc3ccc(NC(=O)Nc4ccc5c(c4)OCO5)cc3C(=O)N([C@H](C)CO)C[C@H]2C)cc1,0.1,-1.9
CN1c2ccc(-c3ccccc3)cc2[C@H]2[C@H](CCN2C(=O)Cc2ccccn2)[C@@H]1CO,1.2,21
C[C@@H]1CCCCO[C@H](CN(C)C(=O)Nc2ccc3c(c2)OCO3)[C@@H](C)CN([C@@H](C)CO)C(=O)c2cc(NS(=O)(=O)c3cn(C)cn3)ccc2O1,0.0,-1.6
Cc1noc(C)c1S(=O)(=O)N(C)C[C@@H]1OCCCC[C@@H](C)Oc2ccc(NC(=O)C3CCCCC3)cc2C(=O)N([C@@H](C)CO)C[C@H]1C,0.4,-1.0
Cc1noc(C)c1S(=O)(=O)Nc1ccc2c(c1)CC(=O)N([C@H](C)CO)C[C@H](C)[C@@H](CN(C)Cc1ccncc1)O2,0.3,-1.2
C[C@H](CO)N1C[C@H](C)[C@H](CN(C)Cc2cncnc2)Oc2ncc(-c3cccc(F)c3)cc2C1=O,-1.2,-1.4
CN(C)CC(=O)N[C@H]1CC[C@H](CCNC(=O)C2CCCCC2)O[C@H]1CO,-0.3,-1.9
C[C@@H]1CN([C@@H](C)CO)C(=O)c2cc(NC(=O)CCC(F)(F)F)ccc2O[C@@H]1CN(C)C(=O)Nc1ccccc1,-12,-0.3
O=C(C[C@@H]1CC[C@H](NC(=O)Nc2cc(F)ccc2F)[C@H](CO)O1)NCc1ccc2c(c1)OCO2,-1.1,4.3
Cc1ccc(S(=O)(=O)N(C)C[C@H]2Oc3ccc(NC(=O)C4CCCCC4)cc3C(=O)N([C@@H](C)CO)C[C@H]2C)cc1,0.3,-1.9
C[C@@H]1CN([C@@H](C)CO)C(=O)Cc2cc(NC(=O)Nc3ccc4c(c3)OCO4)ccc2O[C@H]1CN(C)Cc1ccc(C(=O)Nc2ccccc2N)cc1,-0.1,-0.9
COc1ccc(NC(=O)N2CCCCN3[C@H](C2)[C@H](c2ccc(C4=CCCCC4)cc2)[C@@H]3CO)cc1,2.2,1.0
CO[C@@H]1CN(C)C(=O)c2ccc(NC(=O)C3CC3)cc2OC[C@H](C)N(CC2CC2)C[C@@H]1C,0.3,0.7
C[C@@H]1CN([C@H](C)CO)C(=O)c2cc(NC(=O)Cc3ccccc3)ccc2O[C@@H]1CN(C)C(=O)Nc1ccc(F)cc1,-0.2,-1.8
C[C@@H]1CN([C@H](C)CO)C(=O)c2cc(N(C)C)ccc2O[C@@H](C)CCCCO[C@@H]1CN(C)C(=O)c1ccccc1,-11,12
C[C@@H]1CN([C@@H](C)CO)C(=O)c2cccc(NC(=O)c3nc4ccccc4s3)c2O[C@@H]1CN(C)Cc1ccncc1,0.3,-0.4
O=C(Nc1ccccc1F)N[C@@H]1CC[C@H](CCNC(=O)C2CCC2)O[C@@H]1CO,-0.3,-1.1
CO[C@H]1CN(C)C(=O)c2cc(NS(=O)(=O)c3ccc(-c4ccccc4)cc3)ccc2OC[C@H](C)NC[C@@H]1C,2.1,1.1
COCC(=O)N[C@H]1CC[C@H](CC(=O)NCc2ccc(Cl)cc2)O[C@H]1CO,-2.0,-1.0
CC(C)C#Cc1ccc2c(c1)O[C@@H](CN(C)C(=O)c1cccc(F)c1)[C@H](C)CN([C@H](C)CO)S2(=O)=O,-0.8,18
SMILES,TcdB GH inh,BioA inh
N#C[C@@H]1[C@@H](c2ccc(-c3cccc(F)c3)cc2)[C@@H](CO)N1c1nc(-c2ccccc2)cs1,-0.6,-3.0
CCN1[C@@H]2Cn3c(ccc(-c4ccccc4)c3=O)[C@H]1[C@@H](C(=O)NCc1ccccc1)[C@@H]2CO,0.3,0.1
CCCNC(=O)N1C[C@H]2[C@@H](c3ccccc31)[C@H](CO)N2Cc1ccccc1F,-0.3,-2.6
O=C(C1CCCCC1)N1C[C@@H]2[C@H](c3ccccc31)[C@@H](CO)N2Cc1ccccc1Cl,-0.2,-0.4
C[C@H]1CN([C@@H](C)CO)C(=O)CCCn2nncc2CO[C@@H]1CN(C)S(=O)(=O)c1ccccc1F,-0.8,0.0
CO[C@@H]1CN(C)C(=O)c2cc(NC(=O)Nc3cccc(F)c3)ccc2OC[C@@H](C)N(C(=O)Nc2c(C)noc2C)C[C@H]1C,-3.2,0.2
C[C@H](CO)N1C[C@H](C)[C@H](CN(C)Cc2ccncc2)Oc2ccc(NC(=O)Nc3ccc(C(F)(F)F)cc3)cc2C1=O,0.1,4.4
O=C(C[C@H]1CC[C@H](NC(=O)Cc2ccccn2)[C@@H](CO)O1)NCCc1ccccc1,0.5,0.5
CO[C@@H]1CN(C)C(=O)c2ccc(NC(=O)NC3CCCCC3)cc2OC[C@@H](C)N(C)C[C@H]1C,-0.7,-2.4
CC(C)NC(=O)Nc1ccc2c(c1)C(=O)N([C@H](C)CO)C[C@@H](C)[C@@H](CN(C)C(=O)Nc1ccccc1)OCCCC[C@@H](C)O2,0.4,-1.5
CCCC#Cc1ccc2c(c1)O[C@@H](CN(C)C(=O)c1ccncc1)[C@@H](C)CN([C@H](C)CO)S2(=O)=O,0.0,2.1
CNC(=O)C[C@@H]1CC[C@H]2[C@H](COc3ccc(NC(=O)Nc4ccc(C)cc4)cc3C(=O)N2C)O1,-0.8,0.3
C[C@@H](NC(=O)C[C@H]1C=C[C@@H](NC(=O)C2CCOCC2)[C@H](CO)O1)c1ccccc1,-0.3,1.6
CS(=O)(=O)Nc1ccc2c(c1)[C@@H]1C[C@@H](CC(=O)N3CCOCC3)O[C@H](CO)[C@@H]1O2,-3.9,-2.4
CCCC#Cc1ccc([C@@H]2[C@@H](CO)N3CCCCN(CC4CCOCC4)C[C@H]23)cc1,-1.2,4.3
O=C(NC1CCCCC1)N[C@@H]1CC[C@@H](CCNS(=O)(=O)c2ccccc2)O[C@@H]1CO,-0.5,-3.3
O=S(=O)(NCC[C@@H]1CC[C@@H](NS(=O)(=O)c2cccc(Cl)c2)[C@@H](CO)O1)c1cccc(F)c1,0.8,-0.7
C[C@@H]1CN([C@@H](C)CO)C(=O)c2cccc(NC(=O)Nc3ccc(F)cc3)c2O[C@H]1CN(C)C(=O)Nc1ccc(F)cc1,1.2,1.3
C[C@@H]1CN([C@@H](C)CO)C(=O)c2cc(NC(=O)NC3CCCCC3)ccc2O[C@H]1CN(C)Cc1ccc(Oc2ccccc2)cc1,0.0,-0.9
CCCC(=O)Nc1ccc2c(c1)C(=O)N(C)C[C@@H](OC)[C@H](C)CN(Cc1ccccn1)[C@H](C)CO2,0.5,-0.7
Cc1ccc(S(=O)(=O)N(C)C[C@@H]2OCCCC[C@H](C)Oc3ccc(NC(=O)NC4CCCCC4)cc3C(=O)N([C@@H](C)CO)C[C@@H]2C)cc1,-0.1,-1.1
COc1ccc(S(=O)(=O)Nc2ccc3c(c2)C(=O)N([C@@H](C)CO)C[C@H](C)[C@H](CN(C)C(=O)c2ccncc2)OCCCC[C@H](C)O3)cc1,1.6,0.3
O=C(C[C@@H]1C=C[C@H](NS(=O)(=O)c2ccc(F)cc2)[C@H](CO)O1)NCc1ccc(Cl)c(Cl)c1,1.6,3.7
COc1ccc(NC(=O)Nc2ccc3c(c2)C(=O)N([C@H](C)CO)C[C@H](C)[C@@H](CN(C)Cc2ccccc2)OCCCC[C@H](C)O3)cc1,-0.6,-1.2
CC(C)CC#Cc1ccc2c(c1)O[C@H](CN(C)Cc1ccc3c(c1)OCO3)[C@H](C)CN([C@@H](C)CO)S2(=O)=O,0.6,-1.3
O=C(c1ccccc1F)N1C[C@H]2[C@@H](c3ccccc31)[C@@H](CO)N2C(=O)c1ccccc1,-1.6,-3.5

# Shown field by field: four of the compounds above
> CN(C)CC(=O)N[C@H]1CC[C@H](CCNC(=O)C2CCCCC2)O[C@H]1CO
  TcdB GH inh: -0.3 | BioA inh: -1.9

> C[C@@H]1CN([C@@H](C)CO)C(=O)c2cc(NC(=O)CCC(F)(F)F)ccc2O[C@@H]1CN(C)C(=O)Nc1ccccc1
  TcdB GH inh: -12 | BioA inh: -0.3

> O=C(C[C@@H]1CC[C@H](NC(=O)Nc2cc(F)ccc2F)[C@H](CO)O1)NCc1ccc2c(c1)OCO2
  TcdB GH inh: -1.1 | BioA inh: 4.3

> Cc1ccc(S(=O)(=O)N(C)C[C@H]2Oc3ccc(NC(=O)C4CCCCC4)cc3C(=O)N([C@@H](C)CO)C[C@H]2C)cc1
  TcdB GH inh: 0.3 | BioA inh: -1.9
